Pf growth 48h = inhibits P. falciparum growth in the first generation, 48 h. P. falciparum luciferase growth in erythrocytes, 48 h. Potency, µM (series often up to 28.7 µM), inactives show at the top dose activity change, negative = inhibition, usual class: inhibitors. hit rate 5.9% among 310,000. AID 504832; note: potency is the fitted concentration of half-maximal effect; % is set by controls: 0 for no effect and ±100 for the full control effect
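Read-out is firefly luciferase luminescence from an integrated reporter in P. falciparum, so falling signal marks reduced parasite growth. Infected erythrocytes were at 2% hematocrit and 0.1% parasitemia (final) in Albumax-supplemented RPMI 1640.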
Pf growth 96h = P. falciparum growth inhibition at 96 hour, primary screen for plastid delayed-death inhibitors | P. falciparum luciferase reporter growth, 96 h | hit rate 6.9% among 320,000 | Potency, µM (highest dose often 28.7 µM), without a hit: top-dose activity change, negative = inhibition, actives largely listed as inhibitors; note: potency is the fitted concentration of half-maximal effect; % is set by controls: 0 for no effect and ±100 for the full control effect
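96 h incubation, 37 C, 5% CO2, of luciferase-reporter P. falciparum-infected RBCs (2% hematocrit, 0.05% parasitemia final) with test compounds; endpoint luminescence.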
Cycloheximide cs = counter-screen for Shiga toxin inhibitors: cycloheximide protein synthesis inhibition; cell reporter, cycloheximide protein synthesis inhibition counterscreen; AID 2314; max response, %; hit rate 12% among 300,000; in the data active = max response mostly above about 13%, no sharp cut-off; inactive = mostly below about 14%; note: read at 38.3 µM for the half of the compounds with a filed dose; 0% is about no effect
LmPK inhibitor = blocks Leishmania mexicana pyruvate kinase activity. Potency, µM (titrated, usually from 57.5 µM), without a hit: at the highest dose activity change, negative = inhibition, most hits filed as inhibitors. AID 1721. hit rate 0.37% among 290,000. purified LmPK, Kinase-Glo ATP luminescence, 1 h; note: potency is the fitted concentration of half-maximal effect; % is set by controls: 0 for no effect and ±100 for the full control effect
Target sequence (Q27686 whole entry, looked up): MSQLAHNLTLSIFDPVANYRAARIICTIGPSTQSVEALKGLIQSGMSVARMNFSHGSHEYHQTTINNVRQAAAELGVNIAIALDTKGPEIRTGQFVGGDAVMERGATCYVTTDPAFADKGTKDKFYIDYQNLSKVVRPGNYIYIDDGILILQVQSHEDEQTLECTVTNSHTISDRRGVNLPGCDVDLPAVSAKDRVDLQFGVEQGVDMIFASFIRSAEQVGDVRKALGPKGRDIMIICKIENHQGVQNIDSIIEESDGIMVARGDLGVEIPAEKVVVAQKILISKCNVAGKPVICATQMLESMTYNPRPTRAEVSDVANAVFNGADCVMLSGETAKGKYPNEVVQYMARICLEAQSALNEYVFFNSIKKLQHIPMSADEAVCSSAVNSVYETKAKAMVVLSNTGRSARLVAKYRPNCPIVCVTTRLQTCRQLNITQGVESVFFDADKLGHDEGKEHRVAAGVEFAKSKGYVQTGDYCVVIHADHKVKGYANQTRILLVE
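Pyruvate kinase activity monitored as ATP production (luciferase luminescence). Conditions: 0.1 nM enzyme, 0.5 mM PEP, 0.1 mM ADP, 1 h, RT; normalized against uninhibited and no-enzyme wells.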
Shiga inhibitor = Shiga toxin inhibition; Vero cells, Shiga toxin protein synthesis inhibition reporter; inhibition, % at 38.7 µM; hit rate 9.2% among 290,000; AID 2315; in the data active = inhibition mostly above about 28%, no sharp cut-off; inactive = mostly below about 43%; note: 0% is about no effect
TbPYK inhibitor = blocks Trypanosoma brucei pyruvate kinase; Potency, µM (series often up to 76.8 µM), without a hit: top-dose activity, negative = inhibition, hits mostly inhibitors; TbPYK enzyme, Kinase-Glo Plus ATP luminescence, 45 min; AID 624173; hit rate 0.12% among 410,000; note: potency is the fitted concentration of half-maximal effect; % is set by controls: 0 for no effect and ±100 for the full control effect; nearly all actives have a fitted effect of over 50% in size
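TbPYK + substrate in 50 mM TEA pH 7.2, 100 mM KCl, 10 mM MgCl2, 0.05% BSA, 0.01% Tween-20; cpd pinned; ADP 130 uM final; 45 min RT; Kinase-Glo Plus 10 min; luminescence endpoint.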
AmpC no deterg = inhibitors of E. coli AmpC beta-lactamase without detergent | AmpC nitrocefin hydrolysis, absorbance 480 nm, 0.0001% Triton | Potency, µM (titrated, usually from 57.1 µM), without a hit: top-dose activity change, negative = inhibition, hits mostly inhibitors | P00811 | hit rate 0.52% among 330,000;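 note: potency is the fitted concentration of half-maximal effect; plate controls were no compound for no effect and no enzyme for full effect; nearly all actives have a fitted effect of over 20% in size; some results filed as inactive show a strong effect at the top dose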
Target sequence (P00811 whole entry, looked up): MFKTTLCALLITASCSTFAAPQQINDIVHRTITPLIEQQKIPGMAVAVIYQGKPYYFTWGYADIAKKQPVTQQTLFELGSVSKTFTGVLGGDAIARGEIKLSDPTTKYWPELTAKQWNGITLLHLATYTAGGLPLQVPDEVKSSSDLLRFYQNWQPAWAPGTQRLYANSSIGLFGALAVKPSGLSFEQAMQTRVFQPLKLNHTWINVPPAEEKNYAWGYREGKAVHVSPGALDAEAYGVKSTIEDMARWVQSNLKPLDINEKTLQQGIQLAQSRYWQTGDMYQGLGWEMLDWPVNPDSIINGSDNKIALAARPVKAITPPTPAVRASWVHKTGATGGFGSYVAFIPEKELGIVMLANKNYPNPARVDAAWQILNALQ
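20 mM phosphate pH 7.0 + 0.01% (detergent screen) or 0.0001% Triton X-100; 5.3 nM AmpC reagent; cpd preinc 15 min RT; nitrocefin (800 uM stock) to start; A480 q20 s × 4 min; Activity was normalised to no-enzyme and no-compound control wells.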
Numbers without * were called inactive; ? = inconclusive; nt = not tested or not shown; & = joins results of further samples; ! = repeats disagree; [ ] = dose if it differs, or a comment. Unless noted, calls come from the whole dose curve; as a rule, active = well fitted curve in the direction sought with a large enough effect; inconclusive = small, poorly fitted or top-dose-only effect, or another doubt; inactive = no such curve, though single readings can be large; an effect the other way counts as inactive or inconclusive.

The opening two records, ahead of the listing:
1	Oc1ccccc1C(=S)N1CCN(c2cccc(Cl)c2)CC1
2	COc1ccc(/C=C/C(=O)c2cc(F)ccc2OC(=O)c2ccccc2OC)cc1OC

compound no. | 1 | 2
Pf growth 48h | -18% | ?
Pf growth 96h | 0% | ?
Cycloheximide cs | -3 | 17
LmPK inhibitor | 3% | 1%
Shiga inhibitor | 9 | -4
TbPYK inhibitor | -18% | 0%
AmpC no deterg | -50% | 122%[activator]

Main list, repeating the preview:
1	Oc1ccccc1C(=S)N1CCN(c2cccc(Cl)c2)CC1
2	COc1ccc(/C=C/C(=O)c2cc(F)ccc2OC(=O)c2ccccc2OC)cc1OC
3	COc1ccc(/C=N/NC(=O)CCn2nnc3ccccc32)cc1
4	Cc1cc(=O)oc2cc(OCC(=O)N3CCN(C(=O)C4COc5ccccc5O4)CC3)ccc12 (stereo not drawn)
5	COc1ccccc1CNC(=O)C(=O)Nc1ccc(C(=O)N2CCC(C)CC2)cc1
6	COc1ccccc1NC(=O)CSc1nc(C)c2c(c1C#N)CCCC2
7	O=c1[nH]c(=O)n(Cc2ccc(F)cc2)c(O)c1C=NCCCn1ccnc1
8	COC(=O)c1[nH]c2ccccc2c1NS(=O)(=O)c1ccc(F)c(C)c1

compound no. | 1 | 2 | 3 | 4 | 5 | 6 | 7 | 8
Pf growth 48h | -18% | ? | 2% | ? | ? | ? | nt | ?
Pf growth 96h | 0% | ? | 22% | 13µM* | ? | ? | ? | -17%[5.75 µM]
Cycloheximide cs | -3 | 17 | 20* | -4 | -2 | -1 | 0 | 1
LmPK inhibitor | 3% | 1% | 1% | -5% | 0% | -5% | -4% | 9%
Shiga inhibitor | 9 | -4 | 53* | -8 | 4 | -6 | -8 | -4
TbPYK inhibitor | -18% | 0% | 4% | -2% | 3% | 4% | 0% | 6%
AmpC no deterg | -50% | 122%[activator] | -22% | 66%[activator] | 39% | -38% | -16% | -29%

9	Cc1ccc(C(=O)N2CCN(c3ncnc4c(C)csc34)CC2)cc1
10	O=C(O)/C=C/c1ccc2c(c1)OCCO2
11	CCOc1ccc(C2Nc3ccccc3NC3=C2C(=O)CC(C)(C)C3)cc1OC (stereo not drawn)
12	CNS(=O)(=O)c1cccc(C(=O)OCC(=O)Nc2ccccc2OC(F)F)c1
13	O=C1CN(C(=O)NCC(=O)N[C@@H](C(=O)O)c2ccccc2)c2ccccc2N1
14	O=C(CN(C(=O)c1csnn1)c1ccccc1C(F)(F)F)NCc1ccccc1
15	O=C(N/N=C/C1CC=CCC1)c1cc(-c2cccnc2)nc2ccccc12 (stereo not drawn)
16	Cc1ccc(S(=O)(=O)N2CCN(C(=O)CN3CCOCC3)C2c2ccccc2)cc1 (stereo not drawn)

compound no. | 9 | 10 | 11 | 12 | 13 | 14 | 15 | 16
Pf growth 48h | 1% | 11% | ? | 4% | 7% | -6% | 2% | -22%
Pf growth 96h | 9% | ? | -89% | -10% | 74%[activator] | -20% | 3% | -8%
Cycloheximide cs | 10 | 6 | 7 | 5 | -8 | -2 | 2 | 1
LmPK inhibitor | 0% | -6% | -10% | 2% | -3% | -3% | -5% | 1%
Shiga inhibitor | 21 | -3 | 8 | 38 | 17 | -5 | -14 | 11
TbPYK inhibitor | 1% | 2% | 4% | -5% | 1% | 0% | 1% | 3%
AmpC no deterg | -14% | -2% | 5% | -10% | -23% | 16% | 3% | 15%

17	CCOC(=O)C1CCCN(C(=O)C2c3ccccc3Oc3ccccc32)C1 (stereo not drawn)
18	O=C1CNC(=O)N1
19	COCCOc1cc(NC(=O)c2sccc2Oc2ccc([N+](=O)[O-])cc2F)c(Cl)cc1Cl
20	CCOC(=O)C1(Cc2ccc(OC)cc2)CCN(C(=O)CCn2ccc(C)n2)CC1
21	COc1ccc(C(=O)ON=C2CCN(c3ccc([N+](=O)[O-])cc3)CC2)cc1
22	COC(=O)C1=COC(C)C2CN3CCc4c([nH]c5cc(OC)c(OC)cc45)C3CC12 (stereo not drawn)
23	COc1ccc(-n2c(SCC(=O)Nc3cc(C)on3)nc3c([nH]c4ccccc43)c2=O)cc1
24	CCn1c(C)c(C(C)=O)c(N2CCN(c3cccc(Cl)c3)CC2)nc1=S

compound no. | 17 | 18 | 19 | 20 | 21 | 22 | 23 | 24
Pf growth 48h | ? | 11% | ? | -8% | -6% | ? | ? | ?
Pf growth 96h | nt | ? | ? | ? | ? | 0.83µM* | ? | nt
Cycloheximide cs | 5 | -3 | -3 | -2 | -2 | -2 | -4 | -1
LmPK inhibitor | 1% | -6% | 8% | 10% | 0% | 0% | 6% | 6%
Shiga inhibitor | 3 | -6 | 4 | 11 | -20 | -10 | 6 | -7
TbPYK inhibitor | -2% | 0% | -1% | -2% | 7% | 0% | -1% | -2%
AmpC no deterg | 15% | -20% | ? | 143%[activator] | -13% | 94%[activator] | -4% | 88%[activator]

25	Fc1ccc(-c2nnn(Cc3nc4ccccc4s3)n2)cc1
26	COc1ccc(C2CC(=O)NC(=O)C2)cc1
27	Cc1nc(OCC(C)C)c2sc3nc4c(cc3c2n1)COC(C)(C)C4
28	O=C(Nc1ccc(N2CCCC2)cc1)C(c1ccccc1)c1ccccc1
29	Cn1c(SCC(=O)Nc2ccccc2F)nnc1C1CCCCC1
30	Cc1nnc(SCC(=O)Nc2ccccc2)n1CCc1ccccc1
31	COc1ccc(-c2cc(=O)oc3c(C)c(OCc4nn[nH]n4)ccc23)cc1
32	Cc1cc(F)ccc1S(=O)(=O)Nc1c(C)n(C)n(-c2ccccc2)c1=O

compound no. | 25 | 26 | 27 | 28 | 29 | 30 | 31 | 32
Pf growth 48h | 27% | 6% | 58%[activator] | nt | 19% | nt | 13% | nt
Pf growth 96h | nt | 31%[activator] | 121%[activator] | 4.7µM* | 26% | ? | 21% | -1%
Cycloheximide cs | 12* | 6 | 20* | -7 | -3 | 1 | -2 | -5
LmPK inhibitor | 1% | -1% | -1% | -2% | 3% | 9% | -1% | 1%
Shiga inhibitor | 36 | 1 | 60* | -9 | 1 | -10 | 12 | -15
TbPYK inhibitor | -5% | 2% | 4% | -7% | -7% | -4% | -5% | -7%
AmpC no deterg | -22% | -4% | 0% | -7% | -3% | 2% | -45% | -3%

33	COc1ccccc1CNC(=O)[C@H](CCSC)NC(=O)[C@@H]1Cc2ccccc2CN1
34	O=C(c1cccc(S(=O)(=O)N2CCCC2)c1)N1CCN(c2ccccc2)CC1
35	CCSc1nnc(-c2ccccc2N)c(=O)[nH]1
36	O=C(O)CC1SC(=Nc2ccccc2)N(c2ccccc2)C1=O (stereo not drawn)
37	COCc1cc(CN2CCCC(C(=O)Nc3ccc(-c4ccco4)cc3)C2)ccc1OC (stereo not drawn)
38	CN(C)S(=O)(=O)c1ccc2c(c1)C(=NNC(N)=O)c1cc(S(=O)(=O)N(C)C)ccc1-2
39	O=C(NCCCn1ccnc1)c1ccc(Cl)c(S(=O)(=O)N2CCOCC2)c1
40	Cc1ccc(CN2CCC(c3nc4ccc(Cl)cc4[nH]3)CC2)cc1

compound no. | 33 | 34 | 35 | 36 | 37 | 38 | 39 | 40
Pf growth 48h | 16% | -14% | 36%[activator] | 4% | ? | 3% | -18% | 8.3µM*
Pf growth 96h | ? | nt | ? | ? | -13% | 34%[activator] | nt | ?
Cycloheximide cs | 0 | -1 | 24* | 1 | 1 | -2 | -4 | -4
LmPK inhibitor | 3% | -2% | 1% | -1% | 2% | -6% | 2% | -2%
Shiga inhibitor | -2 | 16 | 53* | -8 | 21 | 14 | -17 | -9
TbPYK inhibitor | 6% | -5% | -8% | 6% | -8% | -4% | 1% | -6%
AmpC no deterg | -17% | 41% | -23% | -16% | 88%[activator] | -8% | -10% | -11%

41	COc1ccc(OC)c(S(=O)(=O)N2CCC(C(=O)Nc3cccc(C(F)(F)F)c3)CC2)c1
42	Cc1ccc(NC(=O)COc2ccc(/C=C3/NC(=O)NC3=O)cc2)cc1
43	c1ccc(-c2cnnc3ccccc23)cc1
44	O=C(Nc1ccc(Cl)c(-c2nc3ccccc3[nH]2)c1)c1cccnc1
45	CCOc1ccc(N(CC(=O)OC)S(=O)(=O)c2ccc3c(c2)n(C)c(=O)c(=O)n3C)cc1
46	CC(=O)Oc1ccccc1C(=O)OCCN=C1NS(=O)(=O)c2ccccc21
47	S=c1[nH]nc(Cc2ccc(Cl)cc2)o1
48	CC(C)c1nnc(NC(=O)c2cc3ccccc3o2)s1

compound no. | 41 | 42 | 43 | 44 | 45 | 46 | 47 | 48
Pf growth 48h | ? | ? | 23% | ? | nt | 3% | 112%[activator] | 180%[activator]
Pf growth 96h | 24% | 66%[activator] | 63%[activator] | ? | 9% | 24% | 34%[activator] | 35%[activator]
Cycloheximide cs | 0 | -2 | nt | -2 | -5 | -4 | -2 | 33*
LmPK inhibitor | 9% | -2% | nt | 2% | 4% | 2% | -7% | -2%
Shiga inhibitor | -9 | 8 | nt | -3 | -3 | -11 | 8 | 111*
TbPYK inhibitor | -2% | -3% | 1% | 4% | -1%&0% | 0% | -19% | -3%
AmpC no deterg | 33% | -39% | -20% | -24% | 17% | -16% | 0% | -19%

49	CC(C)c1ccc(N=Cc2c(O)n(C3CC3)c(=S)[nH]c2=O)cc1
50	Cc1cc(F)ccc1NC(=O)c1cc(S(=O)(=O)N2CCc3ccccc32)cn1C
51	Cc1cc(SC(C)C(=O)O)nc2ccccc12 (stereo not drawn)
52	CN(C(=O)COC(=O)c1ccccc1OCc1ccc(F)cc1)C1CCS(=O)(=O)C1 (stereo not drawn)
53	COc1cccc(C(=O)NCC2(c3ccccc3)CCCC2)c1OC
54	COc1ccccc1CNC(=O)C1CCCN(S(=O)(=O)c2cccc3cccnc23)C1 (stereo not drawn)
55	CCOC(=O)Nc1ccc2c(c1)N(C(=O)OCCN(C)C)c1ccccc1CC2
56	O=C(Nc1ccc(F)cc1Cl)C1CCN(C(=O)Nc2ccccc2)CC1
57	CC(=O)Oc1cccc(O)c1

compound no. | 49 | 50 | 51 | 52 | 53 | 54 | 55 | 56 | 57
Pf growth 48h | 16% | ? | 34%[activator] | -19% | ? | ? | -10%&-18% | 6% | 0%
Pf growth 96h | 17% | 10µM* | 30%[activator] | -14% | ? | ? | 1.5µM*! | 13% | -15%
Cycloheximide cs | 10* | 1 | 1 | nt | 1 | -4 | -5&-2 | 7 | nt
LmPK inhibitor | 2% | -2% | 2% | nt | 9% | -1% | -1%&3% | -7% | nt
Shiga inhibitor | 52* | 1 | -9 | nt | 33 | -8 | -13&1 | 24 | nt
TbPYK inhibitor | -4% | 0% | 1% | 0% | 0% | 3% | -4%&0% | 0% | -2%
AmpC no deterg | -12% | -46% | -11% | 36% | -13% | 22µM* | 14%&17% | -19% | nt

Screening data: PubChem, National Center for Advancing Translational Sciences (NCATS)
